JMJD2A Tudor inh: blocks the human JMJD2A Tudor domain. Potency, µM (doses to about 114 µM), for inactives: top-dose activity change, negative = inhibition, actives largely listed as inhibitors. 4.4% of 390,000 active. AlphaScreen JMJD2A-Tudor / H3K4me3 peptide binding. O75164; also: potency is read from the fitted curve at half-maximal effect; % is scaled to controls: 0 for no effect and ±100 for the full control effect; nearly all actives have a fitted effect of over 50% in size
GLS inhibitor: glutaminase GLS (human) inhibition; O94925; AID 624170; Potency, µM (top dose mostly 45.5 µM), inactives show top-dose activity change, negative = inhibition, hits mostly inhibitors; 0.21% of 410,000 active; GLS enzymatic activity, qHTS titration; also: potency is read from the fitted curve at half-maximal effect; % is scaled to controls: 0 for no effect and ±100 for the full control effect
Target sequence (O94925 whole entry, looked up): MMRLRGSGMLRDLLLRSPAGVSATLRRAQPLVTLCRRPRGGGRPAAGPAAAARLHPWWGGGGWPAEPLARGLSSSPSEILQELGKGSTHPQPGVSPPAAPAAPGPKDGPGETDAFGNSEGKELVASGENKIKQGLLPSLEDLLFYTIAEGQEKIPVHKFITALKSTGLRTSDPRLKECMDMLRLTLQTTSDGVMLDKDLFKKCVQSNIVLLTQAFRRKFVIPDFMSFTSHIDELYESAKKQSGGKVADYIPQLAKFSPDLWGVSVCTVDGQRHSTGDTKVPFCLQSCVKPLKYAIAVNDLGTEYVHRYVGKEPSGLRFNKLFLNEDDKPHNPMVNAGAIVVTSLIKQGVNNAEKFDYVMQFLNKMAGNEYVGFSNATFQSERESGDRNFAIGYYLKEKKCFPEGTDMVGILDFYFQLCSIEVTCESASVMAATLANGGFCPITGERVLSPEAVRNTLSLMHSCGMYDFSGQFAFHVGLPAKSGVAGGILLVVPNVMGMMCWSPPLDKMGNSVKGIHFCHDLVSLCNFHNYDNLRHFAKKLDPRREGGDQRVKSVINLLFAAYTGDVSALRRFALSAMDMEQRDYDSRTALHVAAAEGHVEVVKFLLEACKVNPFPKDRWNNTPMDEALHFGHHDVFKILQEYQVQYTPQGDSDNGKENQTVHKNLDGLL
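hKGA in 45 mM KH2PO4 (pH 8.2), 0.02% Tween-20 with compound, then 1mM L-Glutamine (stock as added) plus glutamate oxidase/HRP/Amplex red coupling mix. Fluorescence read initially and after 30 min at RT; signal change reflects glutamate formation.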
BAZ2B block: BAZ2B (human) inhibition; AID 504333; 4.4% of 360,000 active; Potency, µM (series often up to 114 µM), inactives show top-dose activity change, negative = inhibition, actives largely listed as inhibitors; AlphaScreen BAZ2B-H3K14Ac peptide displacement; Q9UIF8; also: potency is read from the fitted curve at half-maximal effect; % is scaled to controls: 0 for no effect and ±100 for the full control effect; nearly all actives have a fitted effect of over 60% in size
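AlphaScreen displacement: compounds (up to 110uM) incubated 30 min at room temperature with a preformed 50 nM BAZ2B/50 nM biotinylated H3K14Ac peptide complex in PBS pH 7.4 with Tween-20. Donor and acceptor beads at 10 ug/mL final added, 20 min light-protected before reading.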
Pin1 inh: human Pin1 inhibition; Pin1 FP peptide displacement, HiFluor488, 10 min; Potency, µM (doses to about 115 µM), for inactives: top-dose activity, negative = inhibition, most hits filed as inhibitors; AID 504891; 0.009% of 390,000 active; Q13526; active = well fitted inhibition curve with a large enough effect in the polarisation, with a control signal flat, not every such curve was filed as active; inconclusive = small, poorly fitted or top-dose-only effect, or effect the other way, or a change in a side signal; inactive = no such curve, though single readings can be large or run the other way; the % refers to the polarisation; also: potency is read from the fitted curve at half-maximal effect; % is scaled to controls: 0 for no effect and ±100 for the full control effect
ERG-DNA inh: ERG Ets/DNA interaction inhibition; 0.028% of 370,000 active; fluorescence polarization, His-ERG Ets domain / labelled DNA; AID 624246; Potency, µM (titrated, usually from 76.9 µM), for inactives: at the highest dose FP activity, negative = inhibition, actives largely listed as inhibitors; P11308; active = well fitted inhibition curve with a large enough effect in the polarisation, with a control signal flat; inconclusive = small, poorly fitted or top-dose-only effect, or effect the other way, or a change in a side signal; inactive = no such curve, though single readings can be large or run the other way; the % refers to the polarisation;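 also: polarization taken with two DNA probes labelled with fluorescein and Texas red; potency is read from the fitted curve at half-maximal effect; % of control where 0% means no effect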
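His-tagged ERG Ets domain (1 uM in the protein solution; 300mM KCl, 50mM Tris-HCl, 1mM EDTA, 1mM DTT, pH 7.5) received compound, then a probe mix of 5 nM fluorescein-DNA and 100nM Texas-615-DNA. Fluorescence polarization was read for both dyes.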
PGK inhibitor: inhibitors of T. brucei phosphoglycerate kinase; P07378; PGK/GAPDH coupled, Kinase-Glo luminescence, 60 min; Potency, µM (highest dose often 57.5 µM), for inactives: at the highest dose activity change, negative = inhibition, most hits filed as inhibitors; 0.043% of 380,000 active; AID 602233; also: potency is read from the fitted curve at half-maximal effect; % is scaled to controls: 0 for no effect and ±100 for the full control effect; nearly all actives have a fitted effect of over 60% in size
Target sequence (P07378 whole entry, looked up): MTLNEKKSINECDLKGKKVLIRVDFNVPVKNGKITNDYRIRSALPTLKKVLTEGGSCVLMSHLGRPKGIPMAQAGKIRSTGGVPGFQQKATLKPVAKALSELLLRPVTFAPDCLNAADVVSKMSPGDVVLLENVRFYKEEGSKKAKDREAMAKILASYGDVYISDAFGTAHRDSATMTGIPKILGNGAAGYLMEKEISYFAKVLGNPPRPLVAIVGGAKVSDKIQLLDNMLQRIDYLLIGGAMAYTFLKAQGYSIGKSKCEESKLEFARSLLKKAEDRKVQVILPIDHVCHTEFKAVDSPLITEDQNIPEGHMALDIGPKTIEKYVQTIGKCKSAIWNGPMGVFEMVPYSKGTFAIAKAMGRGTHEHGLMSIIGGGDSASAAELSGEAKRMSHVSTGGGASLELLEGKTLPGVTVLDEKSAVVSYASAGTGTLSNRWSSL
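Luminescent ATP detection (Kinase-Glo Plus) follows a 60-minute room-temperature incubation, with wells lacking PGK as controls. Buffer: 100 mM TEA (pH 7.6), 5 mM MgCl2, 0.01% Tween-20. Coupling enzyme GAPDH (100 nM final) supplies unstable 1,3-BPG in-well.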
HP1b chromo inh: blocks HP1-beta chromodomain binding to methylated histone tails | P83916 | AlphaScreen HP1-beta / biotin-H3K9me3 peptide binding | Potency, µM (series often up to 114 µM), without a hit: at the top dose activity change, negative = inhibition, most hits filed as inhibitors | 0.56% of 390,000 active | AID 540317; also: potency is read from the fitted curve at half-maximal effect; nearly all actives have a fitted effect of over 70% in size; inactives centre near 23
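HP1-beta protein (50 nM final) preincubated 30 min at room temperature with biotinylated H3(1-18)K9me3 peptide (50 nM) in PBS pH 7.4, 0.01% Tween-20, then compound added for 30 min. AlphaScreen streptavidin donor/nickel chelate acceptor beads (10 ug/mL final), 30 min dark, luminescence read.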
G9a block: blocks human histone lysine methyltransferase G9a | G9a H3K9 monomethylation, AlphaScreen, 2 h | Potency, µM (doses to about 102 µM), inactives show at the top dose activity, negative = inhibition, actives largely listed as inhibitors | 8.8% of 350,000 active | AID 504332; also: potency is read from the fitted curve at half-maximal effect; % is scaled to controls: 0 for no effect and ±100 for the full control effect; nearly all actives have a fitted effect of over 75% in size
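Using a bead-based AlphaScreen, monomethylated H3K9 product from 2 h room-temperature reactions (G9a 20 nM, peptide 500 nM, SAM 20 uM) was detected with 0.5 ug/mL rabbit anti-H3K9me1 antibody.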
PI4K2A block: PI4K2A (human) kinase inhibition; activity change, negative = inhibition, % at 76.9 µM; AID 1346378; 0.13% of 420,000 active; purified PI4K2A, ADP-Glo luminescence, 1 h; hits give low values; Q9BTU6; in the data active = activity change below about -50%; inconclusive = mostly about -30% to -49%;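 also: -100% = wells without enzyme as full effect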
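ADP-Glo luminescence measured ADP generated by PI4K2A enzyme (4 ug/mL before mixing) with 1.2 mM PI substrate (pre-mix) and 300 microM ATP (pre-mix). Tris pH7.5 buffer with MgCl2, Triton X-100; 1 h reaction at ambient temperature.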
The depositor's hits bear a star; i = inactive; u = inconclusive; x = no result given; & = joins results of further samples; [ ] = remark or other dose. Unless noted, calls follow the shape of the dose curve; as a rule, active = well fitted curve in the direction sought with a large enough effect; inconclusive = small, poorly fitted or top-dose-only effect, or another doubt; inactive = no such curve, though single readings can be large; an effect the other way counts as inactive or inconclusive.

JMJD2A Tudor inh	GLS inhibitor	BAZ2B block	Pin1 inh	ERG-DNA inh	PGK inhibitor	HP1b chromo inh	G9a block	PI4K2A block	mol
40µM*	10%	1.4µM*	u	7%	-1%	21%	1%[0.501 µM]	-10	OCc1ccc(O)c2ncccc12
-7%	0%&3%	22%&-3%	u	10%&-2%	-1%	38%&39%	43%	0&-3	O=C(Nc1nnc(S(=O)(=O)N2CCOCC2)s1)c1ccccc1F
-26%	-1%	8%	-3%	x	x	-2%	10%[12.7 µM]	-5	CS(=O)(=O)N1CCC(C(=O)Nc2ccc(Cl)c(C(F)(F)F)c2)CC1
-11%	-5%	2%	-9%	1%	-1%	34%	3%[59 µM]	0	N#Cc1c(NCc2ccccc2)ccnc1NCc1cccnc1
-26%	9%	1%	-7%	x	i	16%	23%[59 µM]	-3	C/C(Cn1nnc([N+](=O)[O-])n1)=N\NC(=O)c1ccccc1
-13%	-5%	4%	u	2%	-5%	25%	-3%[59 µM]	-1	Clc1ccc(C2CC(c3ccccc3)Nc3ncnn32)cc1 (stereo unspecified)
-17%	-5%	-6%	46%[activator]	-4%	i	45%[activator]	21%[12.7 µM]	11	Cc1c(C(=O)Nc2cnccn2)oc2ccccc12
0%	24%	6%	-5%	9%	-1%	21%	0%[59 µM]	2	O=C(N/N=C/c1ccsc1)c1cc(O)cc(O)c1

(continued)
JMJD2A Tudor inh	GLS inhibitor	BAZ2B block	Pin1 inh	ERG-DNA inh	PGK inhibitor	HP1b chromo inh	G9a block	PI4K2A block	mol
-14%	1%	u	-3%	-6%	i	25%	16%	-4	CCCCc1cc(=O)oc2cc(OCC(=O)NCCN3CCOCC3)ccc12
-5%	9%	x	-3%	4%	-5%	39%[activator]	x	2	CSCCC(NC(=O)c1ccco1)C(=O)NNC(=O)c1n[nH]c(=O)c2ccccc12 (stereo unspecified)
-17%	14%	-20%	-3%	-2%	1%	29%	-1%	-2	COc1ccccc1C1NC(=O)NC(C)=C1C(=O)OC1CCCC(C)C1 (stereo unspecified)
-5%	-2%	-11%	0%	9%	-10%	9%	-11%[12.7 µM]	5	COC(=O)CC/C(O)=C1\C(=O)CC(C)(C)CC1=NCc1nc2ccccc2[nH]1
-18%	5%	-6%	-1%	1%	2%	2%	x	7	CCOC(=O)N1CCC(N2CCCC(C(=O)c3cccc(OC(C)C)c3)C2)CC1 (stereo unspecified)
-6%	3%	0%	-3%	1%	-3%	9%	22%	0	CCOc1ccc(-n2c(SCC(=O)NC)nnc2-c2ccco2)cc1
-10%	1%	-19%	-1%	2%	2%	27%	16%	-1	COc1cccc(CN2CCC(n3nccc3NC(=O)CCOc3ccccc3)CC2)c1
-16%	6%	4%	4%	-10%	-9%	16%	-2%[59 µM]	12	CCc1ccc(OCC(=O)NC(NC(=S)Nc2ccc(C)cc2C)C(Cl)(Cl)Cl)cc1 (stereo unspecified)

(cont.)
JMJD2A Tudor inh	GLS inhibitor	BAZ2B block	Pin1 inh	ERG-DNA inh	PGK inhibitor	HP1b chromo inh	G9a block	PI4K2A block	mol
-32%	1%	x	2%	2%	9%	41%[activator]	x	-3	S=C1NC[C@H](Cc2ccccc2)N1CC1CCN(CCCCc2ccccc2)CC1
-22%	6%	u	1%	9%	x	8%	-28%[59 µM]	-5	COc1cc(Nc2ncc3c(n2)CCN(Cc2cc(F)cc(F)c2)C3)cc(OC)c1
-18%	-1%	-2%	2%	11%	6%	31%	x	-12	CCOC(=O)C(N)CSC1CC(=O)N(CCc2ccccc2)C1=O (stereo unspecified)
2%	-4%	3%	0%	-2%	2%	28%	3%[59 µM]	0	COc1ccc(-c2nnc(SCC(=O)N3CCC(C)CC3)o2)cc1
-21%	8%	x	14%	20%	0%	40%[activator]	x	-3	Cc1ccc(S(=O)(=O)N2[C@@H](c3ccc(C#N)cc3)C(C(=O)O)=C[C@H]2C(C)(C)C)cc1
-20%	-1%	7%	6%	x	-10%	9%	-10%[59 µM]	-4	CCOC(=O)c1ccc2[nH]c3c(c2c1)CCCCC3=O
0%	-2%	x	-2%	-8%	-9%	27%	x	0	CN(C)S(=O)(=O)c1cccc(NC(=O)CCNC(=O)Nc2ccccc2)c1
-13%	9%	9%	2%	1%	2%	-11%	7%	1	COc1ccccc1CCC(=O)NNC(=O)c1ccncc1

Remaining list, next part
JMJD2A Tudor inh	GLS inhibitor	BAZ2B block	Pin1 inh	ERG-DNA inh	PGK inhibitor	HP1b chromo inh	G9a block	PI4K2A block	mol
13%[57.1 µM]	55%[activator]	5%	5%	-5%	-5%	42%[activator]	10%[0.501 µM]	1	CC(C)CNC(=O)c1ccc2c(c1)C(=O)N(Cc1ccco1)C2=O
-17%	-1%	8%	10%	10%	i	65%[activator]	u	-4	Cn1c(=O)oc2cc(S(=O)(=O)N3CCCC(C(=O)Nc4ccc5c(c4)OCCO5)C3)ccc21 (stereo unspecified)
-9%	9%	9%	7%	-4%	-5%	15%	-3%	5	NS(=O)(=O)c1ccc(NC(=O)c2ccccc2Cl)cc1
1%	7%	4%	5%	x	-2%	8%	-7%[59 µM]	1	CCOc1cccc(C(=O)Nc2cccc(-c3nnc(-c4ccccc4)o3)c2)c1
-17%	7%	-12%[57.1 µM]	31%[activator]	-2%	-7%	57%[activator]	18%	-4	Cc1ccc2cc(CN(c3cccc(C)c3C)S(=O)(=O)c3ccccc3)c(=O)[nH]c2c1
-25%	1%	-22%	14%	3%	i	9%	-47%[59 µM]	-2	Cc1c(C(=O)NCc2cccc(F)c2)oc2c1-c1[nH]ncc1CC2
-13%	10%	-7%	17%	-3%	-6%	18%	5%[59 µM]	-1	CCC(C)[C@H](NC(=O)NCCCn1ccnc1)C(=O)OC (stereo partly specified)
-17%	2%	x	-9%	10%	-2%	22%	x	-6	CC(C)=CCC[C@](C)(O)C1CC[C@]2(C)C1C(O)CC1[C@@]3(C)CCC(O)C(C)(C)C3C(O[C@@H]3OC(CO)C(O)C(O)C3O[C@@H]3OC(C)C(O)C(O)C3O)C[C@]12C (stereo partly specified)

(more compounds)
JMJD2A Tudor inh	GLS inhibitor	BAZ2B block	Pin1 inh	ERG-DNA inh	PGK inhibitor	HP1b chromo inh	G9a block	PI4K2A block	mol
0%	3%	x	-5%	19%[15.4 µM]	i	12%	x	-6	O=C(COc1ccc(F)cc1Cl)N1CCN(C(=O)c2cccs2)CC1
-2%	0%	3%	-2%	-1%	-5%	39%[activator]	11%[59 µM]	-4	Cc1cccc(OCC(=O)Nc2ccc3c(c2)OCCO3)c1
-20%	0%	-27%	-5%	4%	i	4%	3%[59 µM]	-4	COc1cc(OC)cc(C(=O)Nc2cc3c(cc2N2CCCCC2)n(C)c(=O)n3C)c1
-19%	10%	5%	2%	-4%	-5%	24%	-5%	0	CC(O)c1nc2ccccc2n1Cc1nnc(-c2ccc(Cl)cc2)o1 (stereo unspecified)
63µM*	40%[activator]	45µM*	u	-6%	3%	u	u	-13	CC(=O)C(C(C)=O)c1c(Cl)c(O)c(O)c2c(C(=O)c3ccccc3)coc12
-9%	-4%	x	-1%	4%	-5%	30%	x	-3	c1cncc(-c2cn(C[C@H]3CC[C@H](Cn4cc(-c5cccnc5)nn4)O3)nn2)c1
-4%	2%	1%	-5%	-1%	-6%	49%[activator]	20%	-2	C[C@H]1[C@H]2c3nc4ccccc4n3C[C@H]1ON2C1CCCCC1
-28%	13%	14%	-4%	x	-1%	32%	7%[59 µM]	-3	CN(C)CCNc1nc2c(c(=O)[nH]c(=O)n2C)n1CC(O)COc1ccc(Cl)cc1 (stereo unspecified)

(listing goes on)
JMJD2A Tudor inh	GLS inhibitor	BAZ2B block	Pin1 inh	ERG-DNA inh	PGK inhibitor	HP1b chromo inh	G9a block	PI4K2A block	mol
4%	3%	0%	9%	10%	i	48%[activator]	10%[59 µM]	-3	COC(C[C@@H](O)C[C@H](O)COCc1ccccc1)OC
-12%	-21%	x	2%	-4%	-8%	1%	x	7	CN(C)c1ncnc2c1ncn2C1CCCCO1 (stereo unspecified)
-32%	-4%	-29%	7%	0%	-1%	-3%	x	6	CCC1(C)Cc2c(sc3nnn(CC(=O)Nc4ccc(Cl)cc4)c(=O)c23)CO1 (stereo unspecified)
-8%	5%	2%	0%	9%	3%	8%	18%[59 µM]	2	CCN(Cc1nc(-c2cccc(C)c2)no1)C(=O)c1ccco1
-6%	9%	7%	0%	1%	-5%	15%	-6%[59 µM]	0	O=C(NC1CCCCC1)c1cc(Cl)nc2ccccc12
2%	3%	1%	0%	0%	-11%	34%	7%[59 µM]	-4	O=C(Nc1ccc(F)cc1)c1cccc(N2CCCS2(=O)=O)c1
-8%	-3%	1%	0%	2%	6%	3%	4%	2	CCn1c(COc2ccccc2)nnc1SCC(=O)Nc1ccc(N2CCOCC2)cc1
6%	5%	2%	1%	1%	1%	31%[activator]	-11%[59 µM]	-1	CCOC(=O)N1CCN(C(=O)c2cnsn2)CC1
-2%	0%	5%	18%	-1%	x	16%	15%	-4	CSc1ncc(C(=O)Nc2cccc(Cl)c2)c(C)n1
-3%	6%	4%	3%	1%	4%	25%	6%[59 µM]	9	O=C(O)CNC(=O)CC12CC3CC(CC(C3)C1)C2
-3%	2%	-11%	2%	1%	13%	17%	-7%[59 µM]	-2	Cc1cn2c(=O)c(S(=O)(=O)NCc3ccccc3Cl)c(C)nc2s1

High-throughput results: PubChem BioAssay, National Center for Advancing Translational Sciences (NCATS)
